Screening results: PubChem BioAssay, National Center for Advancing Translational Sciences (NCATS)
aSyn rescue: qHTS of alpha-syn Inhibitors | hit rate 0.14% among 370,000 | AID 652106, 2013 | Potency, µM (highest dose often 46.1 µM), without a hit: top-dose growth rescue (activation), actives largely listed as activators | Yeast expressing alpha-synuclein, growth rescue, BacTiter-Glo, 24 h; active means well fitted activation curve with a large enough effect; inconclusive means small, poorly fitted or top-dose-only effect; inactive means no such curve, though single readings can be large or run the other way; further: % of control where 0% means no effect; nearly all actives have a fitted effect of over 65% in size
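Rescue of yeast growth: cells expressing toxic alpha-synuclein, induced in galactose at OD600 0.02, incubated with compound 24 h at 30 C. ATP luminescence quantified growth; inhibitors of toxicity appear as activators.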
* marks the source's active call; other numbers are inactive results; ? = inconclusive; & = joins results of further samples; [ ] = dose if it differs, or a comment. Potency means the concentration at half of the fitted maximal effect.

The first 2 compounds, ahead of the listing:
SMILES | aSyn rescue
CN(C)c1ccc(/C=C/c2ccnc3cc(Cl)cc(Cl)c23)cc1 | 1%
O=CNc1ccc(/C=C/c2ccnc3ccccc23)cc1 | -2%

The listing, repeating the preview:
SMILES | aSyn rescue
CN(C)c1ccc(/C=C/c2ccnc3cc(Cl)cc(Cl)c23)cc1 | 1%
O=CNc1ccc(/C=C/c2ccnc3ccccc23)cc1 | -2%
CN(C)c1ccc(C=Nc2ccc(/C=C/c3ccnc4ccccc34)cc2)cc1 | -4%
CCOc1ccc(C(NC(C)=O)c2cc(Cl)c3cccnc3c2O)cc1 (stereo unspecified) | -6%
CN1CCN(c2oc(-c3ccc(OCc4ccc(Cl)cc4)cc3)nc2C#N)CC1 | 3%
O=C(Nc1ccccc1-c1cn2c(CN3CCNCC3)csc2n1)c1cnc2ccccc2n1 | 4%
CNCCCOc1cc2nc(N3CCCN(C)CC3)nc(NC3CCN(C)CC3)c2cc1OC | 9%
Nc1nc2[nH]c(=S)[nH]c2c(=O)[nH]1 | 0%
CCOC(=O)c1sc(N2C(=O)c3oc4ccc(F)cc4c(=O)c3C2c2ccc(C)cc2)nc1C (stereo unspecified) | -3%
CC(=O)Nc1ccc(/C=C/c2nc3ccccc3s2)cc1 | ?
Nc1nc(N)c2c(Oc3ccc(F)cc3)cccc2n1 | 8%
Cc1ccc(S(=O)(=O)N2CCN(c3nc(-c4cccs4)nc(C)c3C)CC2)cc1 | -8%
O=C(NNc1ccccc1F)c1sccc1Cl | ?
CC(=O)Nc1ccc2nc3c(=O)[nH]c(=O)[nH]c3nc2c1 | 6%
CCOC(=O)c1ccc(CNc2ncnc3nc[nH]c23)cc1 | 25µM*
CC1(C)CC(=O)C2=C(C1)NC(Nc1nc3ccccc3o1)=NC2c1ccccc1Cl (stereo unspecified) | -4%
COc1ccc(C)cc1NC(C)C(=O)c1c[nH]c2ccccc12 (stereo unspecified) | -5%
CCCCn1cnc2c(=O)[nH]c(N)nc21 | 20%
CN(C)c1ccc(/C=C2\C(Cl)=Cc3ccccc32)cc1 | -18%
Cc1ccc2c(C(=O)CNc3nc(C)c(C)s3)c(C)[nH]c2c1 | -2%
O=S(=O)(c1ccc(Cl)cc1)N1CCN(c2nc(-c3cccc(Br)c3)nc3ccccc23)CC1 | -5%
Cc1ccc(S(=O)(=O)N2CCN(c3nc(-c4cccs4)nc4cccnc34)CC2)cc1 | 9%
O=C(CC(NC(=O)c1ccccc1)c1ccccc1)OCc1nc(-c2cccc(Cl)c2)no1 (stereo unspecified) | -4%
COc1cc2c(NC3CCN(C)CC3)nc(N3CCCN(C)CC3)nc2cc1OCCCCCN(C)C | 3%
COc1cc(OC)c(OC)cc1/C=C/c1nc2ccccc2o1 | -17%

Other results.
SMILES | aSyn rescue
CCOC(=O)C12CC1/C(=N/O)c1ccccc1O2 (stereo unspecified) | 1%
CCNc1ccc(/C=C/c2ccnc3ccccc23)cc1 | 2%
S=C(NCCCc1cnc[nH]1)NCCCN(Cc1ccc(Cl)cc1)c1ncc(Br)cn1 | -9%
C/C=C/NNC(=O)Cc1ccc(OC)cc1 | 1%
O=C(NNc1ccccc1)c1sc2ccccc2c1Cl | 0%
CNCCc1cnc(CCC(c2ccccc2)c2ccccc2)[nH]1 | 9%
COc1ccccc1/C=C/c1nc2ccccc2o1 | -18%
CNc1ccc(/C=C2\C=Cc3ccccc32)cc1Cl | -16%
O=C1OCCC1Sc1nnc2c(n1)[nH]c1ccccc12 (stereo unspecified) | 2%
COc1ccc(CCn2c(=S)[nH]c(=O)c3[nH]cnc32)cc1OC | 0%
CN(C)c1ccc(C2=Cc3ccccc3C2)cc1 | -2%
O=C(Cc1ccc(-c2ccccc2)cc1)NO | 12%
CC1(C)CC(=O)c2cc(C(=O)Nc3cccc4ccccc34)c(=O)[nH]c2C1 | 1%
O=C(Nc1cc(F)ccc1F)c1cnn2c1NC(=C1CC1)C=C2C(F)F | -3%
CNc1cc(C(=O)O)nc2ccccc12 | 7%
COc1ccc(CN(CCCN)c2ccc(Br)cn2)cc1 | -3%
CCOc1ccc(NC(=O)c2nc(S(=O)(=O)Cc3ccccc3C)ncc2Cl)cc1 | 14%
CN(C)c1ccc(/C=C\C=C/c2ccnc3ccccc23)cc1 | -66%[inhibitor]
COc1cc2nc(NC3CCN(Cc4ccccc4)CC3)nc(N3CCCN(C)CC3)c2cc1OC | 2%
COc1ccc(-c2nc3ccc(NC(C)=O)cc3c(=O)n2Cc2ccccc2)cc1COc1ccc(NC(C)=O)cc1 | 8%
C(=Nc1cccnc1)c1ccnc2ccccc12 | 4%
COCCCCOc1cc2nc(N3CCCN(C)CC3)nc(NC3CCN(C)CC3)c2cc1OC | -7%
O=S(=O)(c1ccccc1F)N1CCN(c2nc(-c3cccs3)nc3ccccc23)CC1 | -1%&9%
COc1cc2nc(N3CCN(C)CC3)nc(NC3CC3)c2cc1OC | -3%
COc1cc2[nH]c(C)c(CCN3CCN(c4ccccc4)CC3)c2cc1OC | -2%

An excerpt from the list above:
SMILES | aSyn rescue
COc1ccc(-c2nc3ccc(NC(C)=O)cc3c(=O)n2Cc2ccccc2)cc1COc1ccc(NC(C)=O)cc1 | 8%
C(=Nc1cccnc1)c1ccnc2ccccc12 | 4%
COCCCCOc1cc2nc(N3CCCN(C)CC3)nc(NC3CCN(C)CC3)c2cc1OC | -7%
O=S(=O)(c1ccccc1F)N1CCN(c2nc(-c3cccs3)nc3ccccc23)CC1 | -1%&9%
COc1cc2nc(N3CCN(C)CC3)nc(NC3CC3)c2cc1OC | -3%
COc1cc2[nH]c(C)c(CCN3CCN(c4ccccc4)CC3)c2cc1OC | -2%

Four entries from above, tab-delimited:
Molecule	aSyn rescue
C/C=C/NNC(=O)Cc1ccc(OC)cc1	1%
O=C(NNc1ccccc1)c1sc2ccccc2c1Cl	0%
CNCCc1cnc(CCC(c2ccccc2)c2ccccc2)[nH]1	9%
COc1ccccc1/C=C/c1nc2ccccc2o1	-18%

Next section:
SMILES | aSyn rescue
Nc1ncnc2nnsc12 | 4%
N#Cc1nc(-c2ccc(OCc3ccccc3Cl)cc2)oc1N1CCCCCC1 | 6%
CN(C)c1ccc(/C=C/c2c(F)cnc3ccccc23)cc1 | 1%
COc1cc2nc(N3CCN(C)CC3)nc(NC3CCN(Cc4ccccc4)CC3)c2cc1OC | -5%
COc1ccc2c(c1)c(C(=O)CN(C)C)c(C)n2C | 2%
COc1ccc(C(=O)N(Cc2ccccc2)Cc2ccc(OC)c(COc3ccc(NC(C)=O)cc3)c2)cc1 | 5%
Cc1ccc2nc(-c3ccc(C)o3)c(Nc3ccc(Cl)cc3)n2c1 | -5%
Cc1ccc(-c2nc3cccc(C)n3c2Nc2ccc(F)cc2)o1 | -25%
CN(C)C(=O)COc1ccccc1C(=O)OCC(=O)Nc1ccc(Oc2ccc(Br)cc2)cc1 | 4%
C=C1C=C(C(F)F)n2ncc(C(=O)Nc3ccc(Br)cc3C(F)(F)F)c2N1 | -15%
COc1cccc(/C=C/c2cnc3ccccc3n2)c1OC | -15%
c1csc(-c2nc(N3CCN(Cc4ccc5c(c4)OCCO5)CC3)c3ccccc3n2)c1 | 1%
CCN(CC)c1ccc(/C=C/c2c(C)cnc3ccc(C)cc23)cc1 | 2%
Nc1nc(NCCc2ccccc2)c2[nH]cnc2n1 | 1%&2%
Cc1cccc(C(=O)NCC(=O)OCC(=O)c2ccc3ccccc3c2)c1 | 4%
Oc1ccc(Cl)cc1C1C=C(c2ccc3c(c2)OCO3)NC(c2ccc(F)c(Br)c2)N1 (stereo unspecified) | -15%
Fc1ccc(Nc2nc(NCc3ccco3)nc3nccnc23)cc1 | 0%
NC[C@H]1O[C@@H](n2cnc3c(N)ncnc32)[C@H](O)[C@@H]1O | 3%
Nc1c(Cl)cc(/C=C2\C=Cc3ccccc32)cc1Cl | -28%
COc1ccc(/C=C/c2nccc3ccccc23)cc1OC | 1%
CC[C@]1(O)C[C@H]2CN(CCc3c([nH]c4ccccc34)[C@@](C(=O)OC)(c3cc4c(cc3OC)N(C=O)[C@H]3[C@@](O)(C(=O)OC)[C@H](OC(C)=O)[C@]5(CC)C=CCN6CC[C@]43[C@@H]65)C2)C1 | 1%
N#Cc1nc(N2CCCC2)nc(N(c2ccccc2)c2ccccc2)n1 | 0%
NC/C=C/C(=O)O | -5%
CCOc1ccccc1NC(=O)c1nc(S(=O)(=O)Cc2ccccc2F)ncc1Cl | -3%
CCN(CC)c1ccc(/C=C/c2ccc3ccccc3n2)cc1 | -67%[inhibitor]

Next part.
SMILES | aSyn rescue
Cc1ccc(S(=O)(=O)N2CCN(c3nc(-c4cccs4)cc4ccccc34)CC2)cc1 | -7%
Nc1ccc(/C=C/c2cc(Cl)nc3ccccc23)cc1 | 18%
SCc1nc2ccc(Cl)cc2[nH]1 | -7%
COc1cccc(-c2cc(=O)c3ccccc3o2)c1N | -16%
C(=C\c1nc2ccccc2o1)/c1ccc2c(c1)OCO2 | -16%
CCN(C)c1ccc(/C=C/c2ccnc3ccccc23)cc1 | -14%
COc1ccc(CCc2c[nH]c(=O)c3cncnc23)cc1OC | 1%
CC(=O)Oc1ccc(C(=O)COC(=O)CNC(=O)COc2ccccc2C)cc1 | 5%
O=C(Cc1ccc(F)cc1)NO | 2%
O=C(COc1ccccc1C(=O)Nc1cccnc1)Nc1ccc(Br)cc1 | -3%
CN(C)c1ccc(/C=C/c2ccnc3c(O)cccc23)cc1 | 14%
CN(C)c1ccc(C(=C2c3ccccc3-c3ccccc32)c2ccc(N(C)C)cc2)cc1 | 2%
S=c1[nH]nc(-c2ccccc2)n1-c1ccccc1 | 2%
CCNc1nc(C#N)nc(Nc2ccccc2)n1 | 9%
CN(N=O)c1ccc(/C=C2\C=Cc3ccccc32)cc1 | -16%
Nc1[nH]c(=O)nc2nnsc12 | -1%
Nc1ccc(S(=O)(=O)N2CCOCC2)cc1 | -3%
CN(C)c1ccc(C=O)c(F)c1 | 3%
CCN(c1ccccc1)c1nc(N)nc(C#N)n1 | -14%
O=C1C2C=CC=CC2=NC(=S)N1CCN1CCC(=C(c2ccc(F)cc2)c2ccc(F)cc2)CC1 (stereo unspecified) | -14%
CCCCCCCCCCN(CCCCCCCCCC)c1ccc(/C=C/c2ccnc3ccccc23)cc1 | -3%
C=CCn1c(SCC#N)nc2ccc(Cl)cc2c1=O | -5%
O=C(COc1ccccc1C(=O)Nc1ccccc1)Nc1cccc(Cl)c1 | 14%
C=C1C=C(C(F)F)n2ncc(C(=O)N3CCN(c4ccccc4)CC3)c2N1 | 0%
COc1ccc(CCn2nnnc2C2(c3ccc(C)cc3)CC2)cc1 | -3%

Next section:
SMILES | aSyn rescue
CCC1CCCCN1Cc1nc2c(c(=O)n(C)c(=O)n2C)n1Cc1c(F)cccc1Cl (stereo unspecified) | 0%
C=C1C=C(C(F)F)n2ncc(C(=O)NCc3ccc(F)cc3)c2N1 | 0%
COc1ccc(/C=C/c2nccc3c2[nH]c2ccccc23)cc1 | 3%
CC(=O)NC(Cc1c(F)c(F)c(F)c(F)c1F)C(=O)NCC(N)C(=O)c1ccccc1 (stereo unspecified) | -2%
O=Cc1ccc(CS)cc1 | 1%
CC(=O)N(c1ccc2ccccc2c1)C1SC(=O)N(c2cccc(C)c2)C1=O (stereo unspecified) | ?
CN(C)c1ccc(/C=C2\C=Cc3ccccc32)cc1[N+](=O)[O-] | 5%
Cc1cc2c(cc1Cl)N(C(=O)Nc1ccc(Oc3cccnc3C)nc1)CC2 | ?
CN(C)c1ccc(-c2ccc3ccccc3n2)cc1 | ?
COc1cc2nc(Cl)nc(NC3CC3)c2cc1OC | -3%
CC1(C)CCC2=C(O1)c1ccccc1C(=O)C2=O | ?
CCOc1cccc(C2C=C(c3ccc4c(c3)OCO4)NC(c3ccccc3Cl)N2)c1O (stereo unspecified) | -4%
CCc1ccc2oc(-c3ccc(C)c(NC(=O)COc4ccc(Cl)cc4)c3)nc2c1 | 2%
Cc1ccc(CNC(=O)COC(=O)c2ccccc2OCC(=O)Nc2ccc(Br)cc2)cc1 | ?
Cc1ccc(-c2nnc(SC(C)C(=O)NCc3ccco3)n2C)cc1 (stereo unspecified) | -4%
OC(CN1C=CCc2ccccc21)c1ccc(Cl)cc1Cl (stereo unspecified) | -6%
OC(C[n+]1cccc(Br)c1)c1ccccc1 (stereo unspecified) | -7%
O=C(Nc1cccc2cccnc12)c1ccccc1 | -2%
Cc1[nH]c2ccccc2c1C(c1c(C)[nH]c2ccccc12)c1c(C)[nH]c2ccccc12 | 3%
N#CC[n+]1cccc(Br)c1 | -2%
CCOC(=O)CNC(=O)C1CCCCC1 | ?
CNCc1nc(-c2ccc[nH]2)c2cc(Cl)ccc2n1 | -3%
CN1CCN(c2nc3c(=O)[nH]c(N)nc3n2C2OC(CO)C(O)C2O)CC1 (stereo unspecified) | -1%
O=C(O)[C@@H]1C[C@@H](C(=O)O)N1 | 1%
Cc1ccc(S(=O)(=O)N2CCN(c3nc(-c4ccnnc4)nc4ccccc34)CC2)cc1 | ?

Following part
SMILES | aSyn rescue
CCCCc1ccc(C(=O)COC(=O)c2ccc3nc(C)c(C)nc3c2)cc1 | 1%
CN(C)c1cccc(-c2nnc(SCC(=O)NCc3ccco3)n2C)c1 | -7%
O=C1c2ccccc2C(=O)N1c1ccc(S(=O)(=O)N2CCOCC2)c2ccccc12 | -1%
CSc1ccc2nnc(-c3ccc(C)cc3)n2n1 | 8%
CC(C)c1ccc(C2C3=C(CC(c4ccco4)CC3=O)Nc3nc(C(F)(F)F)nn32)cc1 (stereo unspecified) | 7%
CCCCC[C@H](CC(=O)NO)C(=O)N[C@H](C(=O)N1CCC[C@H]1CO)C(C)C | -6%
Cc1ccc2ccccc2[n+]1[O-] | -9%
Clc1nccc2c1ccc1ccccc12 | 9%&23%
CCOC(=O)c1c(C)[nH]c(C(=O)OC(C(=O)N(C)C)c2ccccc2)c1C (stereo unspecified) | -1%
Cc1ccc(NC(=O)CSc2nnc(-c3ccccc3)n2C)cc1 | -1%

Some of the compounds tested; rates above refer to the full screens.
